Screening data deposited in PubChem BioAssay by several laboratories.
AP ELISA ortho = alternative pathway complement inhibition, orthogonal assay; Human serum alternative complement pathway, LPS-coated ELISA, C3 deposition; tested in compound mixtures; inhibition, % at 5 µM; 62,000 tested, 0.08% active; AID 1235;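 active = inhibition above 30% in each of the two pooled mixtures holding the compound, so the lower value exceeds 30%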;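 note: 0% = serum in Mg-EGTA without compound and 100% = EDTA serum blank; some compounds past the cut are filed as inactive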
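Assay system: Human serum alternative complement pathway, C3 deposition on LPS-coated wells | Incubation: 1 h serum-compound exposure at 37 °C | Doses: 5 µM per compound in ten-compound mixtures | Read-out: Percent inhibition | Technique: ELISA with HRP anti-human C3 antibody, TMB substrate, absorbance 450 nm | Replication: Two pool placements per compound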
E coli RNAP = blocks E. coli RNA polymerase transcription. P0A8V2. fluorescence transcription assay. inhibition, %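 (tested at 10 µM)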. 62,000 tested, 0.2% active. AID 559; in the data active = inhibition above about 20%;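 note: 0% = enzyme without compound and 100% = no enzyme blank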
CatB mixtures = inhibitors of human cathepsin B in compound mixtures; P07858; Purified cathepsin B, AMC dipeptide fluorescence; inhibition, %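 (ten-compound pools at 5 µM per compound and 50 µM total)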; 62,000 tested, 0.06% active; AID 488; in the data active = inhibition above about 22%, passing the limit was not always enough;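 note: 0% = enzyme without compound and 100% = no enzyme blank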
Cdc25B block = inhibitors of human Cdc25B phosphatase; AID 368; inhibition, %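 (compounds tested at 10 µM final in the well)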; recombinant Cdc25B, OMFP fluorescence Ex485/Em525; P30305; 65,000 tested, 0.1% active; in the data active = inhibition above about 50%
Hsp90 block = displaces geldanamycin probe from tumor Hsp90. P07900. NCI-N417 lysate Hsp90, Cy3B-geldanamycin FP displacement. inhibition, % at 30 µM. 64,000 tested, 0.35% active. AID 429;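 active = inhibition above 50%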;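 note: 0% = tracer plus lysate wells and 100% = tracer alone without lysate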
DUSP1 inh = human dual specificity phosphatase 1 inhibition | P28562 | recombinant MKP-1, OMFP hydrolysis fluorescence | inhibition, %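 (compounds tested at a single concentration somewhere between 10 and 100 µM)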 | 65,000 tested, 0.15% active | AID 374;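 active = inhibition above about 50%, limit read from the data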;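 note: 0% = DMSO max control wells and 100% = wells with enzyme stopped by NaOH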
Target sequence (P28562 whole entry, looked up): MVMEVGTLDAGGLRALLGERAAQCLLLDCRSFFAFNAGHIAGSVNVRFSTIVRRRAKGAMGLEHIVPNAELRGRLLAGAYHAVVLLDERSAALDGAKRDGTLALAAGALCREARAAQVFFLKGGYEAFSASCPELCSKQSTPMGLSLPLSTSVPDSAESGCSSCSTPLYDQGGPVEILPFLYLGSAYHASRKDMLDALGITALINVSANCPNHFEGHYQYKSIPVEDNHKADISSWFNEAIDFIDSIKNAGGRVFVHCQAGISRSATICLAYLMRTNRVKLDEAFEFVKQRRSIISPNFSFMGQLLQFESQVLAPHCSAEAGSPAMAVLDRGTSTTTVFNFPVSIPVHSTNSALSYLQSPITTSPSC
CatB inh = inhibitors of human cathepsin B; 63,000 tested, 0.1% active; P07858; AID 453; inhibition, %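 (tested at 10 µM)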; purified cathepsin B, fluorogenic substrate, fluorescence; in the data active = inhibition above about 21%;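 note: 0% = enzyme with no compound and 100% = no enzyme blank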
D1 allo mod = allosterically modulates the human D1 dopamine receptor | P21728 | HEK293 D1, CRE-luciferase, dopamine EC30 potentiation; actives deviate in either direction | B-score at 10 µM | 58,000 tested, 5.9% active | AID 641;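 active = luminescence count or its row- and column-corrected plate score outside the 99.7% band of the plate's sample wells, on either side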
Target sequence (P21728 whole entry, looked up): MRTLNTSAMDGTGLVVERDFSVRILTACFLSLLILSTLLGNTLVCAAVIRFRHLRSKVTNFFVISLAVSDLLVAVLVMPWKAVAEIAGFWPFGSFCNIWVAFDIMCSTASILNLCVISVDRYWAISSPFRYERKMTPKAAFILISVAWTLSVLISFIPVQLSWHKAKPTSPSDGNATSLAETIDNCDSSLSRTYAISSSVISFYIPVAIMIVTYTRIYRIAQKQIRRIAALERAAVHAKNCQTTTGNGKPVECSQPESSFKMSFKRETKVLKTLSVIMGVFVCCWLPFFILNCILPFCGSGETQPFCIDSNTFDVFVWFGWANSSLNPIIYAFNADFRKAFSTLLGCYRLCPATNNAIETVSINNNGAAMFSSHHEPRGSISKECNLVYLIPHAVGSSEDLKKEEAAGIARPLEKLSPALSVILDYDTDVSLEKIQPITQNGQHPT
Ecoli tolC = E. coli tolC mutant growth inhibition | AID 573 | growth inhibition, % at 10 µM (by protocol) | E. coli BW25113 tolC mutant growth, OD615 | 65,000 tested, 2.2% active;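 active = growth inhibition at or above a cutoff equal to the mean over every tested compound plus 3 SD, cut at about 60% in these data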;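 note: growth measured after 20 h incubation at 37 °C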
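Test system – E. coli BW25113 ΔtolC::kan, tolC deletion mutant strain · Detection – OD at 615 nm · Buffer or medium – LB with kanamycin 50 µg/mL · Times – 20 h compound exposure of bacteria at 37 °C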
Numbers without * were called inactive; / = no result given; & = joins results of further samples.

SMILES	AP ELISA ortho	E coli RNAP	CatB mixtures	Cdc25B block	Hsp90 block	DUSP1 inh	CatB inh	D1 allo mod	Ecoli tolC
CC(=O)OCC1=C(C(=O)O)N2C(=O)[C@@H](NC(=O)Cc3cccs3)[C@H]2SC1	7	12	8	2	-5&0	10	-1	0.76	100*
CCCn1nc(NS(C)(=O)=O)c2cc3cccc(C)c3nc21	-28	4	6	-7	-4	20	8	16*	14
O=C(COc1ccccc1)Nc1nn[nH]n1	9	8	5	-6	-6	-2	1	-0.38	-19
O=C(CSCSCC(=O)NCC1CCCO1)NCC1CCCO1 (stereo not drawn)	3	9	5	-7	0	-9	4	-1.1	-13
CCCCNCCCOc1cccc(Cl)c1	6	-7	1	-1	-1	8	4	/	-2
CCOC(=O)c1c(C)[nH]c(C(=O)COC(=O)c2ccccc2NC(=O)c2ccco2)c1C	10	1	1	0	-7	33	1	-0.015	-4
C=C1CSc2nc(=O)c3c4c(sc3n21)CCCC4	11	1	0	5	0	2	5	0.94	23
COc1cccc(-c2nc(S(=O)(=O)c3ccccc3)c(N3CCOCC3)o2)c1	15	3	6	-10	-2	0	-1	2	19
CC1(C)Nc2ccc(O)cc2-c2c1ssc2=S	/	6	/	7	18	-2	1	/	5
CCOC(=O)C1CCN(C(=O)C2CCN(S(=O)(=O)c3c(C)noc3C)CC2)CC1	-18	4	5	1	3	15	5	0.3	-12
Cc1occc1C(=O)Nc1cccc(C(=O)NCc2ccccc2)c1	10	13	5	0	2	12	1	-0.99	15
O=C1CC(c2ccccc2)CC(O)=C1C=NCCCN1CCOCC1 (stereo not drawn)	-3	2	-8	-19	-6	-5	4	-0.0035	-23
CCOC(=O)c1c(NS(C)(=O)=O)sc2c1CCC(C)C2 (stereo not drawn)	5	10	3	-4	-2	4	10	9.2*	12
Cn1c(=O)cc(OCC(=O)NCCCN2CCN(c3cccc(Cl)c3)CC2)c2ccccc21	4	5	6	-11	-4	-5	7	-5.3*	20
O=c1cc(-c2ccncc2)oc2ccccc12	8	5	4	-2	-1	6	-7	2.3	12
COc1ccc(-n2c(SCC(=O)NCc3cccs3)nnc2-c2ccoc2C)cc1	-12	3	-2	-8	-2	-10	1	0.027	9
CC1CCCCC1NC(=O)CSc1nc2ccccc2c(=O)n1Cc1ccco1 (stereo not drawn)	17	-3	36	0	-3	6	-1	-0.036	1
CCn1nc(CC(=O)Nc2nnc(CC(=O)N3CCCC3)s2)c2ccccc2c1=O	13	4	6	-16	/	3	-5	0.7	-5
CCC(=O)N1CC(C)C(=O)Nc2ccccc21 (stereo not drawn)	5	8	0	-3	1	-12	7	1	-19
CCCOC(=O)c1cccc(NC(=O)c2cccnc2)c1	13	6	-1	-14	-2	10	1	-0.013	5
O=C(NCC(=O)N(CC1CCCO1)C(C(=O)NC1CCCCC1)c1ccc(F)cc1)c1ccco1 (stereo not drawn)	-11	7	7	4	-1	16	0	-0.99	-7
Cc1ccc(S(=O)(=O)Cc2csc(N)n2)cc1	1	0	-4	-7	1	3	-4	0.18	-2
COc1ccccc1CNC(=O)CCCn1c(=O)c2ccccc2n(CC(=O)NC2CCCC2)c1=O	18	-3	2	-13	-1	6	5	0.14	-19
O=C(C1CCCCC1)N1CCC(c2nc3c(nnn3Cc3c(F)cccc3Cl)c(=O)[nH]2)CC1	0	10	2	-4	1	8	4	1.5	89*
COc1ccc(-c2nc(CSCC(=O)N3CCc4ccccc43)c(C)o2)cc1OC	-7	10	-1	-13	-4	17	1	3.8*	7
Additional structures.
SMILES	AP ELISA ortho	E coli RNAP	CatB mixtures	Cdc25B block	Hsp90 block	DUSP1 inh	CatB inh	D1 allo mod	Ecoli tolC
CCOC(=O)c1[nH]c2c(c1C)C(=O)CC(c1ccc(F)cc1)C2 (stereo not drawn)	14	5	6	-2	-3	17	-3	-5.2	-10
Cc1nn(-c2ccccc2)c2[nH]c(=O)c(CNCCN3CCOCC3)cc12	-1	2	0	-12	-2	-5	3	0.28	5
COc1ccc(C(=O)NCCCCCC(=O)O)cc1OC	-3	7	-1	26	-4	-6	-4	0.0077	7
O=S(NCc1ccco1)C12CC3CC(CC(C3)C1)C2 (stereo not drawn)	-14	7	5	-6	-5	14	9	-0.54	-10
CCc1ccc(NS(=O)(=O)c2cc(OC)ccc2OC)cc1	11	3	-2	-10	0	-1	5	-0.66	8
COC(=O)CCC(=O)Nc1cccc(Cl)c1	16	3	1	-2	2	1	6	-1.3	-1
CCCn1c(SCC(=O)NCc2ccco2)nnc1C(C)C	5	5	0	-3	-2	6	5	/	-19
COc1ccccc1NC(=O)CC1C(=O)NCCN1C(=O)Nc1ccc(Cl)c(Cl)c1 (stereo not drawn)	-1	10	-1	-14	0	39	0	-0.077	19
COc1ccccc1NC(=O)CN1CCC(n2c(C)nc3cc(F)ccc32)CC1	20	-2	2	-6	-4	29	-4	0.6	-6
CC(=O)NC12CC3CC(C1)CC(C(=O)OCC(=O)Nc1ncc(Cl)c(C)c1Cl)(C3)C2	12	/	3	31	0	29	0	1.1	5
CC(=O)c1c(C)nc2nonc2c1N	13	-6	4	21	-2	-1	1	-0.57	-9
Cc1cc(C)c(C#N)c(SCC2COc3ccccc3O2)n1 (stereo not drawn)	-3	5	0	-5	3	4	1	0.069	52
CSc1cccc(NC(=O)CN(c2ccc(C)cc2C)S(C)(=O)=O)c1	19	-1	0	1	-2	7	3	0.55	29
COc1cccc(-c2cc(C(=O)N3CCCCCC3)no2)c1	8	5	6	-7	-1	-9	-2	-4.9*	29
CCn1c(-c2ccc(N(C)C)cc2)nc2ccccc21	-3	8	5	-1	-6	-25	3	-4.9*	33
CCOc1ccc(C2N(c3ccc(F)cc3)C(=O)C3CCCN32)cc1 (stereo not drawn)	16	3	1	-11	-2	10	1	-0.11	-23
COc1ccc2c(c1)c1ncn(Cc3ccco3)c(=O)c1n2C	31	1	0	1	-4	4	1	7.5*	21
CCCCn1nnnc1NCc1cc(OC)c(OC)c(OC)c1	4	7	-2	2	-5	-22	2	-0.99	-11
Cc1cc(C(=O)CSCCCn2c(=O)[nH]c3ccccc32)c(C)n1C	0	3	2	9	-4	8	10	0.56	-1
COc1cc(OC)cc(C(=O)NCC(=O)N2CCCCC2)c1	-12	2	0	-1	-4	18	5	0.076	-17
O=C(C1CC1)N1CCc2cc(S(=O)(=O)NC3CCN(Cc4ccccc4)CC3)ccc21	9	5	1	15	-2	3	3	0.34	3
O=C1NC2=C(C(=O)CCC2)C(c2ccc3ncccc3c2)N1 (stereo not drawn)	5	2	1	-13	3	-5	2	1.5	-10
Cn1c2ccc(Cl)cc2c2nc3ccccc3nc21	25	11	5	-8	-1	17	3	2.4	34
Cc1ccc(-c2nnc3sc(-c4ccc5c(c4)OCCO5)nn23)cc1	8	5	3	-5	-4	41	4	1.2	2
Cc1ccc(C)c(OCC(=O)Nc2nonc2NC(=O)COc2cc(C)ccc2C)c1	13	3	-4	0	-3	31	3	0.056	0

An excerpt of these results, with two lines to a compound.
The line under a structure holds: AP ELISA ortho, E coli RNAP, CatB mixtures, Cdc25B block, Hsp90 block, DUSP1 inh, CatB inh, D1 allo mod, Ecoli tolC
Cc1cc(C)c(C#N)c(SCC2COc3ccccc3O2)n1 (stereo not drawn)
    -3, 5, 0, -5, 3, 4, 1, 0.069, 52
Cc1ccc(C)c(OCC(=O)Nc2nonc2NC(=O)COc2cc(C)ccc2C)c1
    13, 3, -4, 0, -3, 31, 3, 0.056, 0
Cc1nn(-c2ccccc2)c2[nH]c(=O)c(CNCCN3CCOCC3)cc12
    -1, 2, 0, -12, -2, -5, 3, 0.28, 5
COc1ccccc1NC(=O)CN1CCC(n2c(C)nc3cc(F)ccc32)CC1
    20, -2, 2, -6, -4, 29, -4, 0.6, -6
COC(=O)CCC(=O)Nc1cccc(Cl)c1
    16, 3, 1, -2, 2, 1, 6, -1.3, -1
Cn1c2ccc(Cl)cc2c2nc3ccccc3nc21
    25, 11, 5, -8, -1, 17, 3, 2.4, 34

(cont.)
SMILES	AP ELISA ortho	E coli RNAP	CatB mixtures	Cdc25B block	Hsp90 block	DUSP1 inh	CatB inh	D1 allo mod	Ecoli tolC
O=C1c2ccccc2C(Nc2ccc3c(c2)OCCO3)N1Cc1ccccc1 (stereo not drawn)	17	2	-2	-7	3	2	0	/	28
COc1ccccc1C(=O)N1CCN(C2CCN(Cc3ccccc3)CC2)CC1	0	3	3	-2	2	-10	2	0.73	-3
COc1ccc(CN(Cc2cccnc2)S(=O)(=O)c2ccc(-n3cnnn3)c(C)c2)cc1OC	9	0	-1	11	-3	24	-1	3.7*	/
COc1ccccc1N1CCN(C(=O)c2ccc(S(=O)(=O)N3CCCCC3)cc2)CC1	4	6	-1	-8	1	4	6	0.66	12
COc1ccc(NC(=O)NCc2ccccn2)cc1OC	17	6	7	-4	-5	3	6	0.067	4
CCCC(=O)Nc1cccc(-c2nc3cc(C)c(C)cc3o2)c1	10	6	6	-2	-3	8	1	0.095	9
CCC(CC)C(=O)NCCc1cc2c(OC)ccc(OC)c2[nH]c1=O	8	14	4	-4	-1	4	4	-0.032	9
CCOC(=O)C1C2C=CC3(CN(c4ccc(Cl)c(F)c4)C(=O)C13)O2 (stereo not drawn)	14	-5	26	-10	/	-1	-2	/	0
Cc1ccccc1Nc1nc(N)nc(CSc2nnnn2-c2ccccc2)n1	20	1	4	3	-2	33	-1	1.8	20
Cc1ccc2nc(N3CCN(Cc4ccc(F)cc4)C3=O)c(C)cc2c1	17	5	7	-5	-5	7	-2	-0.27	-12
CC(C)CCn1c(=O)c2ccccc2n2c(CN3C(=O)NC4(CCC(C)CC4)C3=O)nnc12 (stereo not drawn)	-1	7	0	-4	1	26	-3	-0.052	13
COC(=O)c1[nH]c2ccccc2c1NC(=O)CN1CCN(C(=O)c2ccco2)CC1	-4	6	-1	3	-5	-18	7	0.015	-2
CCOC(=O)c1cnc(=O)[nH]c1C	16	3	1	0	-4	16	2	-0.072	-22
Cc1ccc(O)c(NC(=O)C2CC(c3c(F)cccc3Cl)=NO2)c1 (stereo not drawn)	-1	11	0	-6	0	4	3	/	0
CCOc1ccc(/C(=N\O)C(C)NO)cc1 (stereo not drawn)	-5	6	-4	-1	-1	7	-6	0.2	-22
Cc1csc2nc(CSc3nc4ccccc4o3)cn12	/	/	/	2	3	-19	-4	/	12
O=c1c2[nH]c3ccccc3c2ncn1CCCn1ccnc1	12	5	4	8	-3	-14	6	-1.3	-19
O=C1c2cccnc2C(=O)N1Cc1ccco1	20	0	1	0	-1	1	-4	-1.4	-5
CCOc1cccc2cc(-c3cn4cc(C)ccc4n3)c(=O)oc12	14	0	2	-6	-8	-9	2	/	-8
CC(C)(CNC(=O)c1cc2ccccc2o1)N1CCOCC1	15	10	7	-19	-3	4	0	1.2	-13
Cc1c(C)n(C)c2ccc(C(=O)NCc3cccs3)cc12	2	5	3	-3	-9	6	-5	-0.63	23
Nc1nnc2c(n1)CCCC2	9	-2	15	7	-4	-23	13	0.53	-31
CC(C)c1ccc(NC(=O)C(c2ccc3c(c2)OCO3)N2CCC3(CC2)OCCO3)cc1 (stereo not drawn)	21	0	6	3	-3	27	4	-0.91	49
CCOC(=O)c1ccc(NC(=O)CSc2nnc(Cc3cccs3)n2C)cc1	12	0	-2	-4	-5	6	-1	0.13	4
Cc1ccc(Cn2c(=O)cc(C(=O)O)c3ccccc32)cc1	8	6	4	-12	-2	38	1	-0.077	-2
COCC(=O)N(CCc1ccc(OC)c(OC)c1)Cc1nc2ccccc2c(=O)[nH]1	19	6	4	-24	2	20	1	0.4	-16
COCCN1Cc2cccc(C(=O)Nc3ccc4c(c3)OCCO4)c2C1=O	13	3	2	-9	0	2	3	-0.76	-15
CCOC(=O)c1sc(NC(=O)C2CC=CCC2C(=O)O)nc1C (stereo not drawn)	12	-3	-16	-7	-1	13	1	0.48	4
